FXN GAA850 act – increases GAA850 frataxin promoter reporter activity; activation, % at 6 µM; 0.56% of 360,000 active; AID 540364; HEK293 lucGAA850 FXN promoter luciferase reporter, 24 h; percent of 10 µM SAHA response;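 active = activation above the average of all compounds screened plus 3 SD, cutoff fixed separately per campaign, cut at about 7.5% in these data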;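 note: 0% = DMSO wells and 100% = 10 µM SAHA wells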
ADAM17 inh – inhibits human ADAM17 | 0.83% of 370,000 active | AID 720648 | inhibition, % at 6.95 µM | recombinant ADAM17, EDANS/DABCYL FRET peptide cleavage | P78536;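 active = inhibition above the mean of compounds lying between control limits plus 3 SD, set per campaign, cut at about 8.5% in these data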;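 note: 0% = DMSO-only wells as the low control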
Target sequence (P78536 215-824 limits assumed): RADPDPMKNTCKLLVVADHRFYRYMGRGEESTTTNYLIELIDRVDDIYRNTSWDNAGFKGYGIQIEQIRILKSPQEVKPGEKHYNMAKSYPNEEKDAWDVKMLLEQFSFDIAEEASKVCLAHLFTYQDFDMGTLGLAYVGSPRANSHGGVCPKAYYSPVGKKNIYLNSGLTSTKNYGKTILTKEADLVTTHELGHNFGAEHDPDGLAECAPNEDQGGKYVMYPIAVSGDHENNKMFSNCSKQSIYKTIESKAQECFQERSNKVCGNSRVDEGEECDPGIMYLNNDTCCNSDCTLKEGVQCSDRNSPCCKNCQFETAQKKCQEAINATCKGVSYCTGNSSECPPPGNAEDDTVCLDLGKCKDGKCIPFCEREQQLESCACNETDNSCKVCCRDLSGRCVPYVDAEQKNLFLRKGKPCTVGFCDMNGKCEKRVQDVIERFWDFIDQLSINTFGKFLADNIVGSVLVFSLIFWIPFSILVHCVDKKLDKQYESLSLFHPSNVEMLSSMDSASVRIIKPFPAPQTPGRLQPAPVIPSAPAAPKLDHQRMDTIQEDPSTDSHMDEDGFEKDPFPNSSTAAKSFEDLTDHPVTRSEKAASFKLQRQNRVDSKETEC
DAX1 inh-1 – blocks DAX1 repression of SF-1 activated StAR promoter; HEK293T StAR-luciferase reporter, SF-1/DAX-1 repression relief; inhibition, % at 6.8 µM; 1.1% of 370,000 active; AID 652010;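 active = inhibition above the mean over all tested compounds plus 3 SD, cut at about 3.6% in these data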;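 note: 0% = DAX-1 cells with DMSO and 100% = cells lacking DAX-1 with DMSO; higher inhibition means more luminescence from relief of DAX-1 repression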
hcDAF-12 act – H. contortus DAF-12 activation, primary screen | activation, % at 6.8 µM | AID 652067 | HEK293 hcDAF-12 lit1-tk-luc reporter, luminescence; 0% DMSO, 100% Δ7-dafachronic acid | 1.4% of 370,000 active;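 active = activation above the mean of all tested compounds plus 3 SD, cut at about 5.5% in these data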;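 note: 100% = response to 3 µM Δ7-dafachronic acid high control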
DAX1 inh-2 – NR0B1 (DAX1) inhibition; P51843; HEK293 Gal4-DAX1 luciferase reporter, luminescence; inhibition, % at 6.75 µM; 0.99% of 340,000 active; AID 504766;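 active = inhibition above the mean over all tested compounds plus 3 SD, cut at about 4.2% in these data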;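 note: 0% = DAX1-transfected cells with DMSO and 100% = empty-vector control cells with DMSO; inhibition shows as a rise in luminescence from relieved DAX1 repression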
Target sequence (P51843 207-470 limits assumed): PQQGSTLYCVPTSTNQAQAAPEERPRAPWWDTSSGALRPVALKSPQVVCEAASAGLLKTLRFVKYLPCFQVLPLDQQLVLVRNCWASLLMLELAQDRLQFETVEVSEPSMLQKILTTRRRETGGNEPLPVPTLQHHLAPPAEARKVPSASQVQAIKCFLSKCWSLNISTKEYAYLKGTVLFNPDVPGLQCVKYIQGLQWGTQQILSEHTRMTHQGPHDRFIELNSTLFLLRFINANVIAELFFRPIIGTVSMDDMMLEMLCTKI
ADAM10 inh – ADAM10 inhibition, QFRET primary screen | recombinant ADAM10, EDANS/DABCYL FRET peptide cleavage, 3 h | 0.62% of 370,000 active | inhibition, % at 7 µM | AID 720582 | O14672;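 active = inhibition above a per-campaign cutoff equal to the mean of compounds falling between control-based bounds plus 3 SD, cut at about 20% in these data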;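 note: 0% = DMSO wells while the 100% control is not disclosed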
hgDAF12 agonist – agonists of H. glycines DAF-12 nuclear receptor; 1.8% of 370,000 active; activation, % at 6.8 µM; AID 687014; HEK293 GAL4-hgDAF12 UAS-luciferase reporter, agonist luminescence; normalized to butyrate control;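 active = activation above a cutoff set at the mean of all screened compounds plus 3 SD, cut at about 10% in these data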;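 note: 0% = DMSO wells and 100% = sodium butyrate wells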
ssDAF-12 act – activators of S. stercoralis DAF-12 nuclear receptor; HEK293 ssDAF-12/GRIP1 lit1-tk-luc reporter, luminescence; % of 3 µM dafachronic acid response; activation, % at 6.8 µM; 1% of 370,000 active; AID 652126;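 active = activation above the mean over all tested compounds plus 3 SD, cut at about 0.9% in these data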;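 note: 0% = DMSO-only wells and 100% = 3 µM delta7-dafachronic acid wells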
NPR1 activator – GC-A (human) enzyme activation | P16066 | HEK293 GC-A cells, cGMP TR-FRET, EC30 ANP; 0% at EC30 ANP, 100% saturating ANP | activation, % at 10 µM | 0.14% of 370,000 active; in the data active = activation above about 40%
SMARCA2 act – activators of SMARCA2 function; MG213 cells, MMTV-luciferase reporter, dexamethasone, overnight; activation, % at 9.1 µM; 1% of 370,000 active; in the data active = activation above about 7.8%;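 note: 0% = vehicle wells and 100% = reference activator wells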
PG9 binder – binds the HIV-1 gp120 antibody PG9 | TR-FRET gp120-PG9 antibody binding | inhibition, % at 6.7 µM | 0.43% of 360,000 active; in the data active = inhibition above about 8.5%
* = called active by the depositor; nt = no result given.

Every second line gives: FXN GAA850 act	ADAM17 inh	DAX1 inh-1	hcDAF-12 act	DAX1 inh-2	ADAM10 inh	hgDAF12 agonist	ssDAF-12 act	NPR1 activator	SMARCA2 act	PG9 binder
COc1ccc(S(=O)(=O)N2CCN(c3ccc4nnc(-c5ccccc5)n4n3)CC2)cc1
  1.9	1	-0.8	-1.8	-0.6	-11	-1.1	-1.3	0	0	0.0
CC(NC(=O)c1ccco1)C(=O)N1CCc2ccccc2C1 (stereo not given)
  -0.7	1	-0.2	-1.7	0.9	-15	1.5	-0.9	1	2	-3.4
O=C(NC(=S)Nc1ccc(NC(=O)c2cccs2)cc1)c1cc2ccccc2o1
  -1.6	-4	-0.5	-3.0	0.2	1	-1.9	-1.1	-2	1	-1.1
OC[C@@H]1CN(Cc2cccs2)C[C@H](n2cnc3c(NC4CCC4)ncnc32)O1
  3.9	-2	0.4	-1.1	nt	-6	-1.9	-0.7	3	-1	-0.2
COc1ccc(OC)c(/C=C2\SC(=S)N(NS(=O)(=O)c3ccccc3)C2=O)c1
  -1.4	2	0.6	0.1	-0.6	18	4.2	0.2	-8	-3	-1.6
CN(c1ccc(C(=O)Nc2ccc(Cl)cn2)cc1)S(=O)(=O)c1ccccc1
  1.9	6	-2.6	-3.4	-3.7	12	-2.5	-2.1	-2	-1	5.7
CC(NC(=S)Nc1cccc(C(F)(F)F)c1)C(C)(C)C (stereo not given)
  0.6	1	-0.3	-0.5	-0.6	13	2.7	-1.2	4	-1	-0.4
O=c1onc(-c2ccccc2Cl)n1-c1ccccc1Cl
  0.6	2	0.3	-3.2	0.8	5	-0.3	-2.0	5	-3	0.2
COc1ccc2c(c1)cc1n2CCN=C1N
  3.1	-43	0.4	0.5	-0.2	-126	4.3	-1.3	-2	0	0.7
CCn1c(SCC(=O)Nc2ccc3c(c2)oc2ccccc23)nnc1-c1ccc(N)cc1
  -3.1	-2	-1.5	0.2	-1.7	1	-0.5	-0.9	-3	-3	0.1
CC(C)c1ccc(CN2CCN(S(=O)(=O)c3ccc(Cl)s3)CC2)cc1
  1.6	0	1.1	-1.1	-0.5	-7	1.9	-1.6	3	-1	-2.3
CC(C)c1ccc(NC(=O)Cc2c(C(=O)O)n(C)c3ccccc23)cc1
  2.5	4	0.1	-0.3	0.5	16	-0.9	0.0	-1	-1	-0.9
COC(=O)CCNC(=O)c1ccc2nc(Cc3ccc(OC)cc3)oc2c1
  -1.2	-6	-0.2	-0.1	-1.1	-5	0.1	-0.9	-1	-4	-1.3
O=C(N/N=C/c1ccc[nH]1)c1cccnc1
  -0.5	-1	-0.5	-0.8	-0.2	5	0.7	-0.7	-2	-1	-1.4
C[C@@H](C(=O)NCc1ccccn1)[C@@H]1C[C@@]1(C)[C@@H](NC(=O)OCc1ccccc1)c1ccccc1
  0.2	3	-0.2	-2.4	0.3	4	-1.8	-1.4	0	1	1.3
Cc1nc2ccc(NS(=O)(=O)c3cccc([N+](=O)[O-])c3)cc2s1
  -2.1	1	-2.3	-1.2	-1.9	-4	-5.0	-1.3	4	-5	1.4
O=S(=O)(c1ccccc1)c1nc(-c2ccccc2)oc1N1CCCCC1
  3.2	-8	-0.3	0.4	0.4	-3	0.4	-0.8	0	-2	-1.1
O=C(COc1ccccc1-c1ccccc1)N/N=C/c1cccc2ccccc12
  3.8	-7	-1.6	-0.1	-1.4	-2	3.0	-1.4	-18	-1	-1.6
CCOc1ccc2cc(S(=O)(=O)N3CCCCC3)ccc2c1
  2.0	-4	-0.1	1.6	0.3	-6	-1.2	-1.2	-1	-3	1.1
COc1ccccc1C(=O)OCC(=O)NC(=O)NC1CCCCC1
  1.4	-1	-1.1	-1.9	-1.2	-13	0.0	-0.7	-2	-2	-2.6
CCOc1ccc(C(=O)Nc2nnc(S(=O)(=O)N(C)Cc3ccco3)s2)cc1
  1.7	0	0.1	0.7	2.6	-3	1.0	-0.9	-1	2	-1.6
Clc1ccc2nc(CSc3ccccc3)cn2c1
  0.0	2	4.5*	6.0*	-0.5	-3	16*	0.7	3	5	-2.8
Cc1nc2ccc(NC(=O)COc3ccccc3)cc2s1
  2.5	-6	1.3	1.5	-0.8	-2	8.5	-1.6	1	4	0.0
CCOC(=O)c1cnc2c(C)c(C)ccc2c1Nc1ccc(S(=O)(=O)Nc2ncccn2)cc1
  3.2	4	0.6	-1.4	0.0	1	0.3	-1.0	1	0	-1.7
O=C(Nc1cc(S(=O)(=O)Nc2ccccc2Cl)ccc1O)c1cc2c(s1)CCCC2
  0.5	-5	-0.7	-1.4	0.3	-2	-0.7	-1.0	-1	1	-2.5
COc1ccccc1C(=O)N(Cc1ccc(Cl)cc1)C1CCS(=O)(=O)C1 (stereo not given)
  -0.2	-2	-0.2	-2.2	0.2	4	-1.1	-0.7	-24	-1	-0.6
CC(=O)O[C@H]1c2ccccc2-c2ccccc2[C@@H]1OC(C)=O
  -0.3	-4	0.0	-1.9	0.2	0	0.2	-1.8	2	-2	-0.1
CC(=O)c1cccc(NS(=O)(=O)N2CCOCC2)c1
  -1.0	1	-0.9	0.1	0.6	5	-0.3	-1.1	-1	3	-2.2
O=C(NCCc1c[nH]c2ccccc12)/C(=C\c1cccnc1)NC(=O)c1ccco1
  1.9	0	0.3	-0.1	-0.3	4	-1.9	-0.4	2	-1	-0.1
O=C(CN(c1cccc(Cl)c1)S(=O)(=O)c1ccc(Cl)cc1)N1CCc2ccccc2C1
  -0.1	-2	-0.5	0.9	-0.2	-8	-1.3	-2.0	-6	-4	0.8
COc1ccc(-c2cc(C(=O)Nc3ccc(C)c(C)c3)no2)cc1
  2.0	2	-0.2	2.6	0.5	9	1.2	-0.7	5	-4	-0.5
COc1cccc(NC(=O)Nc2nc3ncccn3c2-c2ccc(F)c(F)c2)c1
  nt	-69	-0.6	0.5	nt	-253	4.5	-0.6	-1	0	nt
CCOC(=O)[C@]12CCCCC/C=C\1N(CCc1ccc(Cl)cc1)C(=O)[C@H]2CC(=O)NCC12CC3CC(CC(C3)C1)C2
  nt	-4	0.2	-2.3	nt	-8	-2.5	-1.7	0	-6	nt
O=C(O)c1cocc1C(=O)O
  0.7	-4	-0.6	-0.4	-0.9	-16	-0.8	-1.5	-4	-4	1.4
COC(=O)[C@]12C[C@H](CC(=O)N3CCCC3)C(=O)N(Cc3ccccc3)C1=C[C@H](C1CCCC1)O[C@@H]2C
  nt	-1	-1.1	-1.7	nt	-4	1.1	-1.3	-5	-4	1.4
O=C(O)c1cccc(NC(=S)NC(=O)c2ccc(-c3ccc(Cl)cc3)o2)c1
  3.9	0	0.0	1.4	-0.1	6	6.6	-0.3	1	6	-0.5
O=C(Nc1cccnc1)c1coc(=O)c2ccccc12
  0.1	-17	0.0	-0.4	1.2	-68	1.5	-0.7	-37	-6	0.2
COc1ccc(C(CNC(=O)COc2cc(C)ccc2Cl)N2CCCCC2)cc1 (stereo not given)
  -0.4	4	-1.0	0.0	0.2	-7	1.3	-0.8	-9	0	1.0
Cc1noc(C)c1S(=O)(=O)N1CCCC(C(=O)NCc2ccccc2Cl)C1 (stereo not given)
  -0.6	-4	-0.1	0.1	-0.2	-2	2.9	-0.9	7	-1	-1.4
Cc1ccc(-n2nc3c(N4CCC(C(=O)NCc5ccc(C)o5)CC4)nnc(C)c3c2C)cc1
  -0.1	-14	0.0	-0.6	0.5	-45	-2.0	-1.3	8	-1	-0.3

Arranged by the number under DAX1 inh-2 (highest first): three from the list above.
SMILES	ADAM17 inh	DAX1 inh-1	hcDAF-12 act	DAX1 inh-2	ADAM10 inh	ssDAF-12 act	NPR1 activator	SMARCA2 act	PG9 binder
CCOc1ccc(C(=O)Nc2nnc(S(=O)(=O)N(C)Cc3ccco3)s2)cc1	0	0.1	0.7	2.6	-3	-0.9	-1	2	-1.6
O=C(Nc1cc(S(=O)(=O)Nc2ccccc2Cl)ccc1O)c1cc2c(s1)CCCC2	-5	-0.7	-1.4	0.3	-2	-1.0	-1	1	-2.5
COc1ccc(C(CNC(=O)COc2cc(C)ccc2Cl)N2CCCCC2)cc1 (stereo not given)	4	-1.0	0.0	0.2	-7	-0.8	-9	0	1.0

The results go on:
Every second line gives: FXN GAA850 act	ADAM17 inh	DAX1 inh-1	hcDAF-12 act	DAX1 inh-2	ADAM10 inh	hgDAF12 agonist	ssDAF-12 act	NPR1 activator	SMARCA2 act	PG9 binder
CCOCCCNC(=O)C(NC(=O)c1ccc(NC(C)=O)cc1)c1ccccc1 (stereo not given)
  -0.8	-4	1.0	-3.2	1.2	-4	0.8	-0.6	2	-2	0.9
Clc1cccc(COn2c(-c3ccc(Cl)cc3Cl)nc3ncccc32)c1
  -0.2	11*	-0.9	-2.1	1.2	4	-1.9	-1.2	-5	-2	1.9
CSc1cccc(CN2CCC(Oc3ccc(C(=O)N4CCCCC4)cc3)CC2)c1
  2.9	0	-2.7	0.4	-0.4	5	-0.2	-0.3	-2	-1	-1.4
CCN(CC)C(=S)SCC(=O)NC12CC3CC(CC(C3)C1)C2
  5.4	-6	-0.3	-1.9	0.7	9	-2.7	-0.2	-2	-4	-2.1
Cc1cc(=O)[nH]c(SCC(=O)Nc2ccc(F)cc2)c1C#N
  0.4	-1	0.1	-1.1	nt	3	-1.0	-1.1	-2	-1	1.6
O=C(COc1ccc2ccccc2c1Br)Nc1cccnc1
  -2.3	-2	5.1*	-0.6	0.4	-1	2.0	-0.7	0	4	0.5
COc1cc(C=O)ccc1OCC(=O)NC(C)(C)C
  2.9	-4	-0.3	-0.1	-0.3	-11	1.4	-0.9	2	1	-3.0
COc1ccc(-c2nnc(SCC(=O)N3CCCCC3)o2)cc1
  1.3	-3	0.3	-1.4	-0.3	1	4.6	-0.8	10	3	-2.1
Cc1ncc([N+](=O)[O-])n1CCOC(=O)c1cc(Cl)cc(Cl)c1N
  2.0	-20	0.1	-1.6	0.9	-74	-3.4	-2.0	-2	-3	-1.8
CC(OC(=O)Cc1c[nH]c2ccccc12)C(=O)N(C)c1ccccc1 (stereo not given)
  1.1	-2	1.3	1.2	3.9	-2	3.1	-0.4	1	1	-1.2
CCN1C(=O)N[C@@H](c2cccc(F)c2)C(C(=O)OC)=C1C
  1.5	-1	0.2	-0.2	1.0	4	1.4	-1.5	2	0	1.6

High-throughput results from PubChem.
